PKA-R1A act – activators of PKA-R1A complex. PKA-R1A dissociation, Cy5-IP20 fluorescence polarization; scaled: DMSO 0%, 113 µM cGMP 100%. 340,000 compounds, 0.083% hits. P00514+P68181. AID 504707. activation, % at 11.4 µM;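 active = percent activation above the mean of all tested compounds plus 3 SD, cut at about 19% in these data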;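 note: higher means more PKAc released from R1A so a rise in polarization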
PKA-R2B activ – activates the human PKA-R2B holoenzyme complex | P22694+P31323 | PKA-R2B holoenzyme dissociation, Cy5-IP20 fluorescence polarization; R2B truncated from residue 108, S112A mutant; 0% DMSO only, 100% 113 µM cGMP | 340,000 compounds, 0.079% hits | AID 504700 | activation, % at 11.4 µM;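 active = activation above a cutoff set at the mean over all compounds plus 3 SD, cut at about 18% in these data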;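 note: higher means more holoenzyme dissociation and a rise in polarization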
dFosB act – mouse delta FosB homodimer activation. purified delta FosB, TAMRA-CDK5 oligo fluorescence polarization; percent of positive-control signal above neutral wells. activation, % at 25 µM. AID 493131. 340,000 compounds, 0.99% hits;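 active = mean activation above about 17%, with every replicate also reaching it, limit read from the data, passing the limit was not always enough; inconclusive = only one of the two conditions met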;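 note: fluorescence polarization rise as delta FosB binds a TAMRA Cdk5 AP-1 oligo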
SR-BI HDL uptake – mouse SR-BI HDL lipid transfer inhibition; Q61009; ldlA[mSR-BI] CHO cells, DiI-HDL uptake fluorescence, 3 h; inhibition, % at 12.5 µM; 320,000 compounds, 0.96% hits;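 active = mean replicate inhibition of at least 70% and a set share of replicates each scoring 70 or more; inconclusive = meets just one of the two criteria; inactive = fails both criteria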;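 note: 0% = median of neutral control wells and 100% = median of positive control wells; values of inactives mirror those of a sister screen read the other way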
NSD2 HMT inh – inhibitors of human histone methyltransferase NSD2; NSD2 peptide methylation, AlphaScreen, 120 min; inhibition, % at 12.5 µM; 310,000 compounds, 0.54% hits; AID 743445; in the data active = inhibition above about 50%
CDK5 inh – CDK5/p35 (human) kinase inhibition; Recombinant CDK5/p35, ADP-Glo luminescence, 60 min; inhibition, % at 10 µM; AID 488839; Q00535+Q15078; 330,000 compounds, 0.01% hits;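 active = highest replicate inhibition of at least 50% and at least 75% of replicates reaching 50%; inconclusive = only one of the two criteria met; inactive = both criteria failed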;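 note: plate controls were DMSO neutral control for no effect and GW8510 at 10 µM for full effect; many of its hits are not listed in these tables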
Arrestin-AP2 inh – blocks beta-arrestin peptide binding to AP2 adaptin. AID 504490. inhibition, % at 10 µM. 340,000 compounds, 0.31% hits. FITC-arrestin peptide / GST-AP2 beads, flow cytometry; AP2 beta2 appendage carries R879A mutation;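 active = inhibition above a set limit, near 3 SD of compounds lacking own fluorescence, cut at about 54% in these data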;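 note: plate controls were DMSO wells for no effect and 5 µM unlabelled arrestin peptide for full effect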
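System: GST-AP2 R879A glutathione beads; medium: PBS, Tween 20 0.05%, BSA 0.1%; reagent: fluorescein-tagged arrestin peptide at 50 nM final; schedule: pre-incubation 12 min, peptide binding 1 h, room temperature; detection: flow cytometry, FL1 (488/535 nm); read-out: inhibition as reduced fluorescein signal on beads, percent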
DSG3 Ab inh – inhibitors of pemphigus antibody binding to human desmoglein-3 | P32926 | binding (percent of control), % at 10 µM | 310,000 compounds, 0.48% hits | DSG3-coupled beads, scFv-anti-DSG3-GFP binding, flow cytometry; active compounds read low;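 active = binding more than 3 SD below its plate's average and above zero; inconclusive = below that plate limit but binding exactly zero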;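 note: hits lower antibody fragment binding to DSG3; some compounds called inactive have numbers as strong as hits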
SR-BI uptake up – enhances SR-BI lipid uptake from DiI-HDL; AID 504775; CHO ldlA[mSR-BI] cells, DiI-HDL uptake fluorescence, 3 h; 100 = double the neutral-control signal; activation, % at 12.5 µM; 320,000 compounds, 0.096% hits;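 active = mean replicate activation of at least 60% and every replicate at or above 60%; inconclusive = mean or all-replicate condition met, but not both; inactive = mean below 60% and not all replicates reaching 60%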;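 note: 0% = median plate neutral-control signal and 100% = twice that signal; values of inactives mirror those of a sister screen read the other way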
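Test system: SR-BI-overexpressing, LDLR-lacking CHO cells; Medium: Ham's F12 with 0.5% BSA, HEPES 25 mM, pH 7.4; Schedule: 3 h, 37 °C; Technique: bottom-read fluorescence, 550/595 nm.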
Mot1-301 SUMO – inhibitors of SUMOylation pathway: yeast Mot1-301 growth rescue; S. cerevisiae Mot1-301 growth rescue, ATP luminescence, 38.5C; percent above DMSO median, 100 means doubled; growth rescue, % at 18.8 µM; 320,000 compounds, 1% hits; AID 2716;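 active = every valid replicate shows activation above 250% relative to neutral control wells; inactive = the rest, any valid replicate at or below 250%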;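 note: OY570 slx delta 5 strain wells were the positive control but not used for scaling; some compounds called inactive have numbers as strong as hits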
MITF TRPM1 HTS – increases MITF-driven TRPM1 promoter luciferase signal; activation, % at 12.5 µM; SK-MEL-5 TRPM1-promoter luciferase, 24 h; % of positive control, neutral wells = 0; 300,000 compounds, 0.75% hits; AID 588334;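 active = mean activation of at least 80% with every replicate also reaching 80%; inconclusive = mean reaches 80% but some replicate falls short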;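 note: 0% = neutral control wells and 100% = parthenolide positive control wells; values of inactives mirror those of a sister screen read the other way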
Numbers without * were called inactive; ? = inconclusive; · = no result given.

SMILES	PKA-R1A act	PKA-R2B activ	dFosB act	SR-BI HDL uptake	NSD2 HMT inh	CDK5 inh	Arrestin-AP2 inh	DSG3 Ab inh	SR-BI uptake up	Mot1-301 SUMO	MITF TRPM1 HTS
CCCN(Cc1cc2ccc(C)cc2[nH]c1=O)C(=O)c1cccnc1	3	4	-5	-11	0	0.1	-6	95	11	26	-6
O=C(N/N=C/c1sc(=O)n(-c2ccccc2)c1Cl)c1ccncc1	6	-5	-3	7	0	0.8	21	96	-7	-3	8
COc1ccc(C(CC(=O)Nc2cc(C)ccn2)N2Cc3ccccc3C2=O)cc1 (configuration not stated)	-7	0	-3	2	-1	0.3	-12	110	-2	9	1
COc1ccc(/C=N/NC(=O)c2ccc3c(c2)OCCO3)c(OC)c1	11	-5	1	?	-2	-2.2	0	·	-73	16	-6
O=C(c1cccnc1Cl)N1CCOCC1	-8	2	-4	-5	·	-0.7	1	94	5	-9	6
O=C(Nc1ccc(Cl)cc1)c1cc2c(cc1O)[nH]c1ccccc12	-7	-7	-9	-15	49	0.0	31	115	15	17	-6
CCn1nnnc1SCC(=O)Nc1nc2ccccc2s1	9	-7	-6	-13	1	-6.3	-2	108	13	398	2
COc1cccc(CNC(=O)Cn2ccc3cc(S(=O)(=O)N4CCCC4)ccc32)c1	-11	-6	-4	6	-4	-2.5	9	102	-6	2	7
Nc1nnc(SCC(=O)N2CCCCC2)s1	0	3	-2	-24	-3	0.8	3	107	·	-7	0
COc1ccc(OC)c2[nH]c(=O)c(CCNC(=O)C(=O)c3c[nH]c4ccccc34)cc12	-2	2	-1	7	4	-0.2	6	86	-7	-16	-25
O=S(=O)(CC(CN1CCCCC1)N1CCCCC1)c1ccccc1 (configuration not stated)	-2	-7	-4	-25	-2	-2.0	-5	101	25	61	-45
O=C1NN(c2cccc(Br)c2)C(=O)/C1=C\c1ccc(N2CCOCC2)cc1	-3	0	-2	-4	·	-2.3	-23	108	4	-4	10
O=c1c(Cl)cc(Cl)nn1-c1ccccc1	16	5	2	-1	·	0.6	10	85	1	-22	-45
COc1cccc(NC(=O)c2ccccc2NC(=O)c2ccncc2)c1	0	-3	-15	17	-6	0.2	-12	103	-17	-3	37
Cc1nc(N2CCN(C)CC2)c2c(C)c(C(=O)Nc3ccc(C)c(F)c3)sc2n1	-11	-10	-10	38	0	1.6	-3	106	-38	15	11
Cc1cc(C)n2nc(SCc3nnc(-c4ccccc4Br)o3)nc2n1	0	8	0	-12	0	-0.1	-4	96	12	-4	-8
O=c1[nH]c(=O)n(C2C[C@H](O)[C@@H](CO)O2)cc1C(F)(F)F (some centres not stated)	6	-2	1	7	·	-1.1	16	99	-7	-1	-8
CC(NC(=O)COc1ccccc1)C(=O)OCC(=O)c1cc2ccccc2o1 (configuration not stated)	-4	-10	-4	6	·	0.3	-6	103	-6	19	·
CCOC(=O)N1CCN(c2c(N3CCN(c4ccc(F)cc4)CC3)c(=O)c2=O)CC1	2	-5	0	·	-3	-1.2	6	100	·	-3	-2
O=C(NCc1ccccc1)Nc1cccn(Cc2ccccc2F)c1=O	-6	-1	-2	-18	1	-0.1	-6	118	18	-9	6
O=S1(=O)NC(=NCC(c2ccco2)N2CCCCC2)c2ccccc21 (configuration not stated)	-1	-12	1	·	0	-0.3	22	100	·	4	-4
Cc1ccc(Cn2nnc3c(=O)n(Cc4cccc(C)c4)cnc32)cc1	-10	4	-5	-4	0	0.1	21	93	4	-8	-9
Cc1ccc(C)c(NC(NC(=O)c2cccnc2)C(Cl)(Cl)Cl)c1 (configuration not stated)	-5	-11	-8	3	0	3.4	6	100	-3	-3	3
O=C(Nc1ccnc(-c2cccnc2)n1)c1ccccc1Cl	-10	2	-20	-14	-1	0.4	7	101	14	-3	6
CCOc1ccccc1NS(=O)(=O)c1cccc2nsnc12	11	4	4	-17	2	2.1	27	103	17	-13	16

Quoted at random: 2 entries already listed
SMILES	PKA-R1A act	PKA-R2B activ	dFosB act	SR-BI HDL uptake	NSD2 HMT inh	CDK5 inh	Arrestin-AP2 inh	DSG3 Ab inh	SR-BI uptake up	Mot1-301 SUMO	MITF TRPM1 HTS
O=c1c(Cl)cc(Cl)nn1-c1ccccc1	16	5	2	-1	·	0.6	10	85	1	-22	-45
O=C(NCc1ccccc1)Nc1cccn(Cc2ccccc2F)c1=O	-6	-1	-2	-18	1	-0.1	-6	118	18	-9	6

(further entries)
SMILES	PKA-R1A act	PKA-R2B activ	dFosB act	SR-BI HDL uptake	NSD2 HMT inh	CDK5 inh	Arrestin-AP2 inh	DSG3 Ab inh	SR-BI uptake up	Mot1-301 SUMO	MITF TRPM1 HTS
O=C(Nc1ccccc1)N1CCC(C(=O)N2CCN(S(=O)(=O)c3cccc(F)c3)CC2)CC1	-10	-3	-4	53	24	-1.1	-3	100	-53	13	·
CCc1ccc(C(=O)NNC(=O)CCN2CCN(Cc3ccccc3)CC2)cc1	-7	-8	-7	-5	1	1.1	8	106	5	-6	-11
Cc1cccc(C)c1NC(=O)CN(C)C(=O)CSCc1c(C)noc1C	0	0	-8	-16	16	-1.1	29	102	16	-13	3
O=C1CCCC2=C1C(c1ccncc1)Nc1ccccc1N2 (configuration not stated)	-2	-1	4	-17	0	0.4	17	106	17	2	-2
COc1cccc(/C=N\NC(C)=O)c1OC/C=C/c1ccccc1	12	0	-7	26	1	-0.3	-1	109	-26	-2	0
CSCC(=O)N1CCCC(CO)(CCCc2ccccc2)C1 (configuration not stated)	-6	-2	-1	-33	1	0.8	25	104	33	-2	·
COCC(C)NC(=O)c1cc2c(ccc3ccccc32)oc1=O (configuration not stated)	3	-1	1	-16	-15	-0.2	2	112	16	5	28
O=C(Nc1cc(Cl)ccc1F)c1ccc(-n2cncn2)c([N+](=O)[O-])c1	-4	-2	-1	25	5	0.6	17	97	-25	-1	2
COc1ccc(C(=O)NCCCOc2cccnc2)cc1OC1CCN(C(C)=O)CC1	5	-8	1	-22	1	-1.4	-9	106	22	-8	13
O=C(CCc1ccccc1)N[C@@H]1c2ccccc2CC[C@@H]1OCc1ccccc1	-3	-5	3	-13	·	-1.5	9	106	13	·	3
CCOC(=O)Oc1ccc(C(=O)OCCCN(C)C)cc1OC	-11	3	3	-4	0	1.7	-5	103	4	-8	0
CC(=O)c1ccc(OCC(=O)NCC(c2ccco2)N2CCCCC2)cc1 (configuration not stated)	-5	1	1	-7	2	-0.4	-7	94	7	·	8
Cc1cc(C)c(S(=O)(=O)N2CCN(c3ccccc3)CC2)c(C)c1	11	-6	-20	-3	-3	3.2	41	101	3	19	·
CC(=O)OCc1c(F)c(F)c(-n2nc(C)cc2C)c(F)c1F	-2	4	-5	0	-1	-4.6	4	106	0	407	3
Cc1c(Cc2c(Cl)cccc2Cl)c(=O)ccn1C(C)c1ccccc1 (configuration not stated)	-7	-2	0	24	4	0.4	-7	102	-24	·	-4
O=C(CSc1nnc(-c2ccc(Cl)cc2)n1-c1ccccc1)N/N=C/c1ccccc1C(=O)O	-12	1	5	0	-1	0.5	-4	102	0	-1	4
CC1CCCC(C)N1C(=O)COC(=O)c1ccc(F)c(S(=O)(=O)N2CCOCC2)c1 (configuration not stated)	3	-10	4	-15	-3	0.4	12	·	15	-1	-3
Cc1ccc(NC(=O)CN(C)C(=O)Cc2ccc3c(c2)CCC3)cc1	-6	3	-8	-26	4	0.0	-7	102	26	·	-3
Cc1ccc(NC(=O)C2CC(=O)N(C(C)C)C2)cc1C (configuration not stated)	-7	-2	-4	8	0	2.5	-2	97	-8	218	·
C[C@@H](NS(=O)(=O)c1ccc(Br)cc1F)[C@@H](O)c1ccccc1	7	-2	8	-30	·	-2.3	2	98	30	·	3
Cc1ccc(/C=N\NC(=O)CC(=O)NCCc2ccccc2)cc1	-2	2	-8	-8	0	0.6	20	97	8	4	7
Cc1ccc(S(=O)(=O)Nc2ccccc2C(=O)N2CCCCC2C)c(C)c1NS(C)(=O)=O (configuration not stated)	7	-10	-5	·	-2	-5.7	1	·	·	-3	8
CS/C(N)=N/C(=S)Nc1cccc(Cl)c1	16	-7	2	-2	-1	1.9	8	110	2	26	27
O=C(CCc1ccccc1)NCc1ccccn1	0	-4	3	-8	-2	0.0	-10	97	8	-7	4
COC(CNC(=O)C1CCN(S(=O)(=O)c2cccc3nsnc23)CC1)OC	-3	-5	-6	-4	15	-1.0	-5	·	4	11	-3

Taken from the results shown (3 entries):
SMILES	PKA-R1A act	PKA-R2B activ	dFosB act	SR-BI HDL uptake	NSD2 HMT inh	CDK5 inh	Arrestin-AP2 inh	DSG3 Ab inh	SR-BI uptake up	Mot1-301 SUMO	MITF TRPM1 HTS
O=C(Nc1ccccc1)N1CCC(C(=O)N2CCN(S(=O)(=O)c3cccc(F)c3)CC2)CC1	-10	-3	-4	53	24	-1.1	-3	100	-53	13	·
CCc1ccc(C(=O)NNC(=O)CCN2CCN(Cc3ccccc3)CC2)cc1	-7	-8	-7	-5	1	1.1	8	106	5	-6	-11
Cc1cccc(C)c1NC(=O)CN(C)C(=O)CSCc1c(C)noc1C	0	0	-8	-16	16	-1.1	29	102	16	-13	3

Source: PubChem
